# Screens deposited in PubChem BioAssay by several laboratories.
# PME-1 inh: PME-1 inhibitors via competitive probe labeling, primary screen, biochemical, fluorescence polarization, FP-Rh probe, HTS; Protein phosphatase methylesterase 1 (Homo sapiens), Q9Y570; recombinant PME-1; inhibition, % at 5.9 µM; hit rate 0.53% among 320,000;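 active means inhibition above the campaign mean of all compounds plus 3 SD, cut at about 26% in these data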;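 further: competitive labeling of PME-1 active site by serine hydrolase directed probe; 0% = PME-1 with DMSO and 100% = wells lacking PME-1 enzyme; inhibitors block probe labeling so polarization falls and inhibition rises; many of its hits are not listed in these tables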
# GLD-1 RNA inh: GLD-1/TGE RNA complex disruptors, primary screen, biochemical, fluorescence polarization; Female germline-specific tumor suppressor gld-1 (Caenorhabditis elegans), Q17339; purified GLD-1 + fluorescein TGE RNA; hit rate 0.44% among 320,000; inhibition, % at 5.96 µM; AID 2280, 2010;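 active means percent inhibition above a per-plate cutoff, the plate mean of test compounds plus 3 SD, cut at about 30% in these data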;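 further: 0% = DMSO wells with GLD-1 and probe and 100% = wells lacking GLD-1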
# MCL1 BIM primary: inhibitors of MCL1 binding to BIM-BH3, primary screen, biochemical, fluorescence polarization | GST-MCL1 / FITC-Bim-BH3 fluorescence polarization | inhibition, % at 10.9 µM | hit rate 0.68% among 320,000 | AID 2057, 2009;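 active means inhibition above the mean inhibition of all tested compounds plus 3 SD, set per campaign, cut at about 40% in these data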;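 further: 0% = DMSO wells and 100% = unlabeled Bim-BH3 peptide control; higher means more loss of mP so more displacement of Bim peptide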
# Fam108B inh: mouse Fam108B serine hydrolase inhibitors, primary screen, counter-screen for RBBP9 inhibitor project, biochemical, fluorescence polarization; inhibition, % at 9.51 µM; AID 1947, 2009; hit rate 0.33% among 300,000; recombinant Fam108B, FP-Rh probe fluorescence polarization;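 active means inhibition above the screen mean inhibition plus 3 SD, computed separately per campaign, cut at about 18% in these data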;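 further: inhibitors lower polarization as less probe binds the enzyme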
# PAFAH1B2 FP inh: PAFAH1B2 enzyme inhibitors, primary screen, biochemical, fluorescence polarization, human | recombinant PAFAH1B2, FP-rhodamine activity probe | inhibition, % at 3.39 µM | hit rate 1.2% among 340,000 | AID 492953, 2010;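 active means inhibition above the mean of all tested compounds plus 3 SD, cut at about 24% in these data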;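 further: 0% = enzyme with DMSO and 100% = wells lacking PAFAH1B2; many of its hits are not listed in these tables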
# Bcl-xL primary: inhibitors of human Bcl-xL, primary screen, biochemical, fluorescence polarization, HTS | Bcl-2-like protein 1 (Homo sapiens), Q07817 | hit rate 0.7% among 320,000 | inhibition, % at 10.9 µM | GST-Bcl-xL / FITC-Bim BH3 peptide fluorescence polarization;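 active means inhibition above the mean of all tested compounds plus 3 SD, cutoff set per campaign, cut at about 30% in these data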;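 further: 0% = DMSO wells and 100% = unlabeled Bim-BH3 peptide competitor; inhibitors lower millipolarization by displacing the labeled peptide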
# pPAFAH FP inh: pPAFAH enzyme inhibitors, primary screen, biochemical, fluorescence polarization, human; recombinant pPAFAH, FP-rhodamine probe fluorescence polarization; Platelet-activating factor acetylhydrolase (Homo sapiens), Q13093; hit rate 1.5% among 330,000; inhibition, % at 3.39 µM;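 active means inhibition above the mean inhibition across the screen plus 3 SD, cut at about 25% in these data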;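 further: inhibitors block binding of the rhodamine activity-based probe so polarization drops; 0% = enzyme with DMSO and 100% = wells lacking pPAFAH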
# Target sequence (Q13093 whole entry, looked up): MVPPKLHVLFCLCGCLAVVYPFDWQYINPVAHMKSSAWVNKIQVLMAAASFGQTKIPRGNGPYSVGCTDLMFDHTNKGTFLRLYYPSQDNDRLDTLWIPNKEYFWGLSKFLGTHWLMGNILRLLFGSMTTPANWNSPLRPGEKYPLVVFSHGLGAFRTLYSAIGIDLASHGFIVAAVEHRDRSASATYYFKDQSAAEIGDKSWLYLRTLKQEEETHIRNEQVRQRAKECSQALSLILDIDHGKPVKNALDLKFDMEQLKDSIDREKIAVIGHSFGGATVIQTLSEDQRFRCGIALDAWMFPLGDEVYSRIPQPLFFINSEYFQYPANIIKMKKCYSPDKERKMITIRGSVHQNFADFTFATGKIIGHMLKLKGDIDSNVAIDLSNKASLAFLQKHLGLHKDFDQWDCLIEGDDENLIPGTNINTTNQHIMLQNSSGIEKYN
# AHR activator: AHR activators, primary screen, cell-based, luminescence, luciferase reporter, human | Aryl hydrocarbon receptor (Homo sapiens), P35869 | AHR-responsive luciferase reporter cells | activation, % at 5 µM | hit rate 2.5% among 320,000; in the data active means activation above about 47%;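 further: 0% = vehicle wells and 100% = reference agonist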
# MEX-5 binding: MEX-5 zinc finger RNA-binding disruptors – biochemical, C. elegans, fluorescence polarization, MLPCN library, primary screen; AID 1832, 2009; activity score (negative = inhibition of binding), % at 10 µM; MEX-5/FITC-TCR2 RNA binding; stronger effect = lower value; Zinc finger protein mex-5 (Caenorhabditis elegans), Q9XUB2; hit rate 0.38% among 300,000;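 active means inhibition past about -25% in most replicates, and total fluorescence under double the plate's negative control median, limit read from the data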;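 further: 0% = DMSO and -100% = 5 µM competing unlabeled TCR2 RNA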
# Target sequence (Q9XUB2 whole entry, looked up): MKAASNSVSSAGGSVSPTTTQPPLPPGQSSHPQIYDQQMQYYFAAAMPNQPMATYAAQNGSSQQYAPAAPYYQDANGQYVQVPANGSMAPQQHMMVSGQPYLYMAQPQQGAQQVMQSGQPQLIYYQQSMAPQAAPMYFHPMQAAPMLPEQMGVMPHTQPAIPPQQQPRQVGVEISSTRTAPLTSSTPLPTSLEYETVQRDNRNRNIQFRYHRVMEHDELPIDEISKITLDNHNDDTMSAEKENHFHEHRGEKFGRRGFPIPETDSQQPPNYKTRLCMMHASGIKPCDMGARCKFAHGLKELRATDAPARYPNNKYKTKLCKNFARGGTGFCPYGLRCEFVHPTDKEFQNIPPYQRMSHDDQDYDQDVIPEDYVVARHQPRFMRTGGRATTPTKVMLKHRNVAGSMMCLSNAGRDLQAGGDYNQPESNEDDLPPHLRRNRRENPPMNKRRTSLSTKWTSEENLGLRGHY
# * = called active by the depositor; . = not tested or not shown. Some of the compounds tested. The share of hits here may be higher or lower than overall.
SMILES,PME-1 inh,GLD-1 RNA inh,MCL1 BIM primary,Fam108B inh,PAFAH1B2 FP inh,Bcl-xL primary,pPAFAH FP inh,AHR activator,MEX-5 binding
COC(=O)c1ccccc1NC(=O)[C@@H]1CCC(=O)N1C1OC(=O)c2c1ccc(OC)c2OC (some centres not stated),-1,6,-4,1,-2,-3,-5,1,-0.1
CCN(CC)CCCNC(=O)C1CCC(CNS(=O)(=O)c2c(C)cc(C)cc2C)CC1 (configuration not stated),3,1,-1,-1,5,3,4,1,-1.6
CC1CCCN(C(=O)CCS(=O)(=O)c2cc3c(cc2Cl)NC(=O)CO3)C1 (configuration not stated),0,1,9,2,0,3,-2,1,-0.1
CCN(CC)C(=O)c1[nH]cnc1C(=O)Nc1ccc(OC)cc1,1,-4,10,-2,1,4,7,65*,-0.6
CC(=O)Nc1nc(C)c(C(C)C)s1,1,1,0,-8,5,4,4,3,2.1
COC(=O)C1CCN(c2c([N+](=O)[O-])cc(C(F)(F)F)cc2[N+](=O)[O-])CC1,6,0,2,2,5,0,14,-3,-0.6
CCN1CCN(c2ccc(S(=O)(=O)N3CCCCC3)cc2NC(=O)c2cccc(OC(F)F)c2)CC1,2,-2,-20,-1,3,-16,-1,2,-1.4
Cn1c(=O)[nH]c(=O)c2c1nc(Br)n2Cc1cccc(Br)c1,0,-9,-6,2,-1,5,2,0,2.1
Cc1ccc(NC(=O)CN2C(=O)S/C(=C\c3ccc(OCC(=O)O)c(Br)c3)C2=O)cc1,1,-1,6,-7,2,3,2,2,1.6
N/C(CC(=O)NCCOc1ccccc1)=N\O,-1,3,-17,1,5,-14,3,19,-0.9
Cc1cc(=O)n2nc(N3CCCC(C(=O)Nc4ccc(C)c(C)c4)C3)sc2n1 (configuration not stated),2,-3,11,-3,3,3,20,1,0.9
CC1CCCCN1CC(=O)Nc1ccc2c(c1)OCO2 (configuration not stated),1,-2,-7,.,1,-3,-3,19,.
CCc1ccc2nc(N(CCCN(C)C)C(=O)c3ccc4c(c3)OCCO4)sc2c1,4,1,6,0,4,3,10,-12,-2.2
Cc1nn(S(=O)(=O)c2ccc(C(C)(C)C)cc2)c(C)c1S(=O)(=O)N1CCOCC1,0,0,4,0,4,3,0,1,-0.5
O=C(NNc1ccc(O)cc1)c1ccc(Br)cc1,-5,-1,15,0,4,12,6,1,-2.3
CCCCNC(=O)c1ccc(/C=C2\Oc3ccccc3N(C)C2=O)cc1,-8,6,-4,-2,3,-3,-4,-9,-2.5
CC(OC(=O)CCCN=C1NS(=O)(=O)c2ccccc21)C(=O)c1ccccc1 (configuration not stated),-5,-4,-8,-2,5,-3,-6,59*,1.9
CCOc1ccccc1C(=O)NC1CC2CCCC(C1)N2Cc1ccc(C)cc1 (configuration not stated),-1,0,-1,10,-6,1,0,-1,-3.6
CSc1nc(N)nc2c1ncn2CC(=O)NCc1ccccc1,.,2,.,.,4,.,0,0,.
O=C(Nc1nnc(-c2ccc(Cl)cc2)o1)Nc1ccccc1F,-4,0,-8,-4,18,0,5,0,-1.7
O=C(Nc1cccnc1N1CCOCC1)c1cc2ccccc2oc1=O,-1,4,3,-1,0,-1,1,1,0.4
CC(/C=N/n1c(-c2cccnc2)n[nH]c1=S)=C\c1ccco1,1,0,-17,0,5,-16,8,43,2.7
CCOc1cc(C(=O)Nc2ccc3c(c2)OCO3)ccc1OCCOc1ccccc1Cl,0,2,-11,-1,4,-6,-2,8,-2.3
CC(C)NC(=S)N=Nc1c(O)[nH]c2ccc(C(C)C)cc12,29*,5,3,1,1,5,13,67*,-1.0
C/C(=N\OC(=O)NC(C)C)c1sc(-c2ccccc2)nc1C,0,2,13,-3,2,6,4,-9,3.2
# Carrying on:
SMILES,PME-1 inh,GLD-1 RNA inh,MCL1 BIM primary,Fam108B inh,PAFAH1B2 FP inh,Bcl-xL primary,pPAFAH FP inh,AHR activator,MEX-5 binding
COc1cccc(/C=N/NC(=S)NCCc2ccccc2)c1,-3,-2,1,-2,3,1,0,16,-1.5
NC(=S)N/N=C/c1ccc(-c2cc(Cl)c(Cl)cc2Cl)o1,-3,1,-3,0,2,-5,3,108*,1.8
COc1cccc(-c2cc(C(=O)NCc3ccc(Cl)cc3)no2)c1,-4,1,-2,-4,-1,2,1,-5,-1.1
COc1ccc(C(=O)COC(=O)c2nn(C)c(=O)c3ccccc23)c(OC)c1,-4,-5,2,-3,2,-3,2,3,-0.4
Cc1ccc(OCCNC(=O)c2ccc(C)cc2)cc1,0,2,4,-3,5,-2,1,2,1.7
O=C(COc1ccccc1Cl)Nc1cccc(S(=O)(=O)NC2=NCCCCC2)c1,-4,5,-14,2,0,-10,7,2,-2.0
O=C(NCc1ccc2c(c1)OCO2)c1cc(-c2ccccn2)nc2ccccc12,-4,2,10,-4,3,2,0,8,.
Cc1ccccc1N=CC1=C(O)c2ccccc2C1=O,-11,2,0,-5,-3,6,6,28,-1.7
CCc1ccc(-c2cc(C)no2)cc1S(=O)(=O)N1CC(=O)Nc2ccccc21,-6,5,4,-5,0,2,-1,9,-1.6
CCOC(=O)c1sc2nc3c(SCC(=O)O)cc(C(=O)c4cc(F)ccc4O)cn3c(=O)c2c1C,-108,4,33,-45,-33,8,-13,2,-0.3
NC1=NC(=O)/C(=C/c2cccs2)S1,-1,0,9,-3,6,3,3,5,-9.0
C/C(=N\NC(=O)c1cccnc1)c1nnn(-c2nonc2N)c1C,-1,1,3,0,1,5,1,4,1.2
O=C(NCc1ccccc1)NC1(C(=O)N2CCN3CCCC3C2)CCCCC1 (configuration not stated),0,-1,2,-4,5,2,2,-1,-1.5
CCc1ccc(C(=O)NCc2cnn(C)c2)s1,3,7,-2,3,-1,6,8,4,0.4
Cc1ccc(S(=O)(=O)N2CCOCC2)cc1C(=O)N1CCOCC1,-4,-12,2,3,5,-6,-1,-1,1.8
CC(=O)C1=C(C)NC(=O)NC1c1cccc([N+](=O)[O-])c1O (configuration not stated),-3,6,-1,-5,2,0,4,-2,0.5
Cc1ccccc1C(=O)Nc1nnc(-c2cccnc2)o1,-8,3,-5,-2,-1,-1,5,0,-2.2
CN(C)c1ccc(/C=N/NC(=O)C(=O)/C=C2\NC3(CCCC3)Cc3ccccc32)cc1,12,-4,-5,10,4,0,14,14,6.3
Cc1nnc(NC(=O)C2CC(=O)N(c3ccc4c(c3)OCCO4)C2)s1 (configuration not stated),-4,4,-2,.,8,-3,5,2,.
CCN(CC)c1ccc(NC(=S)NC(=O)c2ccco2)cc1,8,3,8,6,4,9,9,3,-2.7
Clc1ccc(CN2CCCCCC2)cc1Cl,6,3,9,-3,0,8,1,0,-2.6
Cc1ccc(CC(=O)N2CCN(c3ccccc3F)CC2)cc1,6,5,1,1,0,7,2,2,0.0
COC(=O)C(Cc1ccccc1)NC(=O)CCc1c[nH]c2ccccc12 (configuration not stated),-7,2,-2,-3,5,-3,-5,8,-0.9
O=[N+]([O-])c1ccc(COc2ccccc2/C=N/O)cc1,3,0,4,3,-2,2,5,-1,-1.5
NS(=O)(=O)c1ccc(N/C=C\C(=O)c2cccc3ccccc23)cc1,3,4,1,-1,3,5,4,5,-2.0
# New compounds follow
SMILES,PME-1 inh,GLD-1 RNA inh,MCL1 BIM primary,Fam108B inh,PAFAH1B2 FP inh,Bcl-xL primary,pPAFAH FP inh,AHR activator,MEX-5 binding
C/C(Cn1nc([N+](=O)[O-])cc1C)=N\NC(=O)c1cccc(Br)c1,-14,-3,-5,0,-2,-1,0,11,0.3
Cc1cccc(C(=O)N[C@H](C(=O)Nc2nc(C)cs2)C(C)C)c1,-6,2,5,-1,3,3,2,1,-1.3
Cn1cccc1Cc1nnc(SCC(=O)Nc2ccc(F)cc2F)n1-c1ccc(F)cc1,-5,5,3,-1,2,-1,12,-1,6.7
CCc1ccc(NC(=O)c2cnc3n(c2=O)CCS3)cc1,-1,6,5,2,13,2,1,24,0.7
c1ccc(Nc2nc3ccccc3[nH]2)nc1,1,3,-2,1,3,-1,36*,45,1.9
CCn1c2ccccc2c2cc(CC(N)=O)ccc21,-1,3,0,0,6,0,5,1,0.2
CC(C)C(=O)Nc1ccc2c(c1)nc1n2CCSC1,4,7,8,1,-1,2,-2,-9,3.3
CC1Cn2c(nc(=O)c3c2NCN(CCc2ccccc2)C3)S1 (configuration not stated),-1,2,0,0,0,0,3,3,3.4
CCOC(=O)C(C)Oc1cccc2c(=O)n(CC(=O)Nc3cccc(OC)c3)ccc12 (configuration not stated),-6,-4,5,0,2,6,-3,2,2.0
COc1cccc(/C=N/NC(=O)c2c(-c3ccccc3)noc2C)c1OC,8,6,10,-2,-4,6,2,13,0.0
COc1ccc(CN(C)C(=O)CNC(=O)c2cccs2)c(OC)c1,0,2,2,.,4,-2,-1,-2,.
O=C(O)CCCNS(=O)(=O)c1ccc2c(c1)OCCCO2,1,-1,5,-1,2,5,6,-3,-2.2
COc1ccccc1/C=C/C(=O)NCCC1=CCCCC1,6,0,1,-6,5,0,5,16,0.0
CCCc1ccc(C(=O)NNc2ccccc2F)cc1,0,3,-3,5,1,4,2,4,2.7
COc1cc2[nH]c(=O)n(CCC(=O)N3CCN(Cc4ccccc4)CC3)c(=O)c2cc1OC,2,6,-4,-2,7,0,1,0,1.1
CCC(C(=O)NCCCN1CC(C)CC(C)C1)n1ncn2c(cc3occc32)c1=O (configuration not stated),-4,1,0,9,3,1,2,1,-0.1
Cc1ccc2c(c1)sc1nc(=O)n(-c3ccc(Cl)cc3)c(=O)n12,-2,5,-2,1,-2,-2,0,15,-0.8
CCOC(=O)c1c(NC(=O)CSc2nnc(-c3c[nH]c4ccccc34)n2CCOC)sc2c1CCCCC2,-1,3,3,-4,-4,3,8,3,-1.4
C=CCOc1ccc(/C=C/C(=O)OCC(=O)N2CCC(c3ccccc3)=N2)cc1,-4,-1,-3,.,-2,0,2,0,.
O=C(Cc1ccccc1F)Nc1ccc(SC(F)F)cc1,5,5,-3,0,5,4,8,11,-2.9
COc1ccc(OC)c(C2=NOC(C(=O)NCc3cccnc3)C2)c1 (configuration not stated),2,2,2,-1,2,2,14,5,-1.1
O=C(CCn1cnc2ccccc2c1=O)Nc1cccc(Cl)c1,0,-3,-2,1,1,-1,-1,-9,1.0
COc1cccc(N2C(=O)CC(Nc3ccc(N4CCOCC4)cc3)C2=O)c1 (configuration not stated),5,6,28,-5,6,17,39*,5,-3.1
Cc1cc(Nc2ccc(Cl)cc2)nc(N)n1,3,5,2,-2,4,-1,3,7,-1.0
CCOC(=O)c1cnc(-n2nc(C)cc2C)nc1Oc1ccc(C#N)cc1,-5,1,6,-1,5,3,-1,0,2.1
CCOC(=O)N1CCC(n2c(SCC(=O)Nc3nccs3)nc3ccsc3c2=O)CC1,9,2,5,2,1,5,2,-4,-0.7
